High-throughput results as filed in PubChem BioAssay.
NR3A LBD binder: NR3A (human) ligand-binding domain modulation | NR3A LBD differential scanning fluorimetry, Tm shift; 0% = protein alone, 100% = glycine-bound protein | Tm shift relative to glycine control, % at 25 µM | hit rate 2.5% among 340,000;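 active = melting temperature shift of at least 10% of the positive control shift, at one fixed dose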
EBI2 block: antagonists of human EBI2 receptor; EBI2 beta-arrestin recruitment, luminescence, 7a,25-OHC stimulated; inhibition, % at 5 µM; hit rate 0.81% among 360,000; AID 651636; in the data active = inhibition above about 38%;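 also: enzyme fragment complementation signal reports receptor beta-arrestin coupling in cells; 0% = agonist plus DMSO wells and 100% = wells without agonist; some results beyond the cut were filed as inactive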
Target sequence (P32249 whole entry, looked up, the tested form may be a part): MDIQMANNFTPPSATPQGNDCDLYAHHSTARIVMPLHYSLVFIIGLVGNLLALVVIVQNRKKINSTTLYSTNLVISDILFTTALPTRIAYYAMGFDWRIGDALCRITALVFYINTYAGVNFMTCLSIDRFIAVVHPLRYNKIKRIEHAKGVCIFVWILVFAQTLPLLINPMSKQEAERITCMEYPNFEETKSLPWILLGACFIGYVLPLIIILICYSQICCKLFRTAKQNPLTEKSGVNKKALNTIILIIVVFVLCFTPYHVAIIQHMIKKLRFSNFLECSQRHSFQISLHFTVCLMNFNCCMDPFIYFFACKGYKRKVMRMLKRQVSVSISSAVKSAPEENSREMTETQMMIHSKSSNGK
APOBEC3G inh: blocks human APOBEC3G single-stranded DNA deamination. AID 493012. recombinant A3G, ssDNA deamination FAM/TAMRA fluorescence. inhibition, % at 20 µM. hit rate 0.28% among 330,000;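 active = inhibition of at least 40% at 20 µM, with no more than 30% in the related APOBEC3A deaminase screen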;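 also: plate controls were DMSO wells with A3G for no effect and wells lacking A3G enzyme for full effect; some compounds called inactive have numbers as strong as hits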
CXCR6 inh: blocks human CXCR6 beta-arrestin recruitment | hit rate 0.36% among 360,000 | CHO-K1 PathHunter CXCR6 beta-arrestin, luminescence | inhibition, % at 20 µM | AID 602244; in the data active = inhibition above about 34%, passing the limit was not always enough;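 also: antagonist mode with CXCL16 agonist at 10 nM final; 0% = 10 nM CXCL16 with DMSO and 100% = unstimulated wells without agonist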
Target sequence (O00574 whole entry, looked up): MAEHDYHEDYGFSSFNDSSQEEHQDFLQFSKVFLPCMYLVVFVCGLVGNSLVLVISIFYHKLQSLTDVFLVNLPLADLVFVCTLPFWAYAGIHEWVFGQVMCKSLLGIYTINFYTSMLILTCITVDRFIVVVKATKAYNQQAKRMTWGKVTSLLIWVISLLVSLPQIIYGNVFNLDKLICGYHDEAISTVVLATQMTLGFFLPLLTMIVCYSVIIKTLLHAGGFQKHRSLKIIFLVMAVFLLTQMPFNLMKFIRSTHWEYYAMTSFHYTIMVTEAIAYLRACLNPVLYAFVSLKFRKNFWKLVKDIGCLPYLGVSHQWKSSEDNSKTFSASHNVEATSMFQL
APOBEC3A inh: blocks human APOBEC3A ssDNA deamination; P31941; recombinant A3A, FAM/TAMRA ssDNA deamination fluorescence; inhibition, % at 20 µM; hit rate 0.41% among 330,000; AID 493011;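 active = at least 40% inhibition at 20 µM here, with at most 30% in a related deaminase screen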;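 also: plate controls were A3A with DMSO for no effect and wells lacking A3A enzyme for full effect; some results filed as inactive read as strong as hits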
Target sequence (P31941 whole entry, looked up): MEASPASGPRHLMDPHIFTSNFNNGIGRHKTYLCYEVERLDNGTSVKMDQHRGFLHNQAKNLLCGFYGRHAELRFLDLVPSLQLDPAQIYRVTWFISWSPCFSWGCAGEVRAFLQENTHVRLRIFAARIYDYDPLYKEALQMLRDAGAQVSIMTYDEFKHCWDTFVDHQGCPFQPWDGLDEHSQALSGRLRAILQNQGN
Gli-Sufu block: blocks Gli-Sufu signaling in a luciferase reporter | inhibition, % at 5 µM | AID 588413 | Sufu-KO-LIGHT fibroblasts, Gli luciferase reporter luminescence | hit rate 0.74% among 340,000;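 active = inhibition above about 55%, limit read from the data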;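 also: 0% = DMSO-treated cells and 100% = wells with medium but no cells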
CCR6 antag: CCR6 (human) receptor antagonism | P51684 | hit rate 0.49% among 340,000 | inhibition, % at 20 µM | AID 493098 | CHO-K1 CCR6 PathHunter beta-arrestin, luminescence, CCL20-stimulated;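 active = compounds whose inhibition of the agonist-driven luminescence signal at 20 µM reaches about 50%, limit read from the data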;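 also: cells stimulated with CCL20 at 14 nM final; plate controls were DMSO with CCL20 for no effect and DMSO without agonist for full effect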
MPTP inh: inhibitors of mitochondrial permeability transition pore; isolated mouse mitochondria, Ca2+ swelling absorbance, 30 min; inhibition, % at 10 µM; hit rate 1.4% among 360,000; AID 602449;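 active = inhibition of 50% or more, scaled per plate between neutral and stimulator controls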;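 also: 0% = DMSO wells given calcium and 100% = 1 mM EGTA wells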
Numbers without * were called inactive.

For CCCC1CCC(=NNC(=S)NCCc2ccccc2)CC1 (stereo not given) the results were NR3A LBD binder 3, EBI2 block 67*, APOBEC3G inh -7, CXCR6 inh 40*, APOBEC3A inh -2, Gli-Sufu block -2, CCR6 antag 54* and MPTP inh 0.5.
`O=C(c1ccccc1)N1CCCOC1c1ccccc1` (stereo not given) gave NR3A LBD binder 3, EBI2 block 3, APOBEC3G inh -6, CXCR6 inh -4, APOBEC3A inh -5, Gli-Sufu block 3, CCR6 antag -9 and MPTP inh 2.6.
Cc1cc(C)cc(N(CC(=O)O)S(=O)(=O)c2c(C)noc2C)c1 was read as NR3A LBD binder 2, EBI2 block -1, APOBEC3G inh -2, CXCR6 inh 1, APOBEC3A inh -4, Gli-Sufu block 2, CCR6 antag 10 and MPTP inh -0.5.
CCN(CC)C(=O)CSc1nc2cc3c(cc2c(=O)n1CCCC(=O)NCc1ccc(OC)cc1)OCO3 was read as NR3A LBD binder -1, EBI2 block 7, APOBEC3G inh 1, CXCR6 inh 1, APOBEC3A inh 8, Gli-Sufu block 13, CCR6 antag 8 and MPTP inh -0.8.
Cc1ccc(C(=O)C2=C(O)C(=O)N(Cc3cccnc3)C2c2ccc(Br)cc2)o1 (stereo not given) was read as NR3A LBD binder 0, EBI2 block -2, APOBEC3G inh -9, CXCR6 inh -1, APOBEC3A inh -4, Gli-Sufu block -2, CCR6 antag 10 and MPTP inh -1.8.
`Cc1ccccc1-c1n[nH]c(=S)n1C` gave NR3A LBD binder -2, EBI2 block 2, APOBEC3G inh 18, CXCR6 inh -5, APOBEC3A inh -2, Gli-Sufu block -1, CCR6 antag 1 and MPTP inh -1.0.
`O=C(CN1CCOCC1)Nc1ncc(Cc2cccc3ccccc23)s1` gave NR3A LBD binder 0, EBI2 block -13, APOBEC3G inh -5, CXCR6 inh -12, APOBEC3A inh -2, Gli-Sufu block 8, CCR6 antag 10 and MPTP inh -0.2.
COc1ccc(S(=O)(=O)Nc2cccc3c2O[C@H](CN(C)Cc2ccc(C(=O)O)cc2)[C@@H](C)CN([C@H](C)CO)C3=O)cc1 was read as NR3A LBD binder 5, EBI2 block -9, APOBEC3G inh -3, CXCR6 inh 2, APOBEC3A inh 0, Gli-Sufu block 0, CCR6 antag 7 and MPTP inh 0.1.
CCC1CCCCN1Cc1nc2c(c(=O)n(C)c(=O)n2C)n1CCCc1ccccc1 (stereo not given) was read as NR3A LBD binder -1, EBI2 block 3, APOBEC3G inh 3, CXCR6 inh 4, APOBEC3A inh -2, Gli-Sufu block 9, CCR6 antag 5 and MPTP inh -1.1.
Screening CCn1c(COc2ccccc2C)nnc1SCC(=O)NCc1ccccc1 returned NR3A LBD binder -2, EBI2 block 2, APOBEC3G inh -5, CXCR6 inh -1, APOBEC3A inh 0, Gli-Sufu block -5, CCR6 antag -6 and MPTP inh 0.7.
Screening O=C(Nc1ccc(F)cc1)c1ccc(Br)c(S(=O)(=O)N2CCOCC2)c1 returned NR3A LBD binder -1, EBI2 block -7, APOBEC3G inh -8, CXCR6 inh -11, APOBEC3A inh -4, Gli-Sufu block -6, CCR6 antag 11 and MPTP inh -0.1.
Screening CCOc1ccc(CCNC(=O)CS(=O)Cc2nc(-c3ccccc3Cl)oc2C)cc1OCC (stereo not given) returned NR3A LBD binder -1, EBI2 block -1, APOBEC3G inh -4, CXCR6 inh 10, APOBEC3A inh -3, Gli-Sufu block -11, CCR6 antag -1 and MPTP inh -2.6.
CCCCc1ccc(C2C3=C(CC(C)(C)CC3=O)NC3=C2C(=O)c2ccccc23)cc1 (stereo not given) was read as NR3A LBD binder 4, EBI2 block 2, APOBEC3G inh -6, CXCR6 inh 23, APOBEC3A inh -1, Gli-Sufu block 3, CCR6 antag 44 and MPTP inh 71*.
For O=C(Nc1cccn(Cc2c(Cl)cccc2Cl)c1=O)c1ccccc1Cl the results were NR3A LBD binder 0, EBI2 block 32, APOBEC3G inh -8, CXCR6 inh 8, APOBEC3A inh -1, Gli-Sufu block 3, CCR6 antag 4 and MPTP inh 3.9.
`CCCCOc1ccc(C(O)C(CN2CCOCC2)c2ccccc2)cc1` (stereo not given) gave NR3A LBD binder -1, EBI2 block -9, APOBEC3G inh -3, CXCR6 inh 10, APOBEC3A inh -2, Gli-Sufu block 0, CCR6 antag 8 and MPTP inh 2.1.
Screening CCCCn1c(SCC(=O)N(C)C2CCS(=O)(=O)C2)nc2cc(S(N)(=O)=O)ccc21 (stereo not given) returned NR3A LBD binder 0, EBI2 block -6, APOBEC3G inh -3, CXCR6 inh -2, APOBEC3A inh 0, Gli-Sufu block -1, CCR6 antag 3 and MPTP inh 4.2.
Screening O=C(Oc1ccc(N(Cc2cccs2)C2=NS(=O)(=O)c3ccccc32)cc1)c1ccccc1F returned NR3A LBD binder 1, EBI2 block -9, APOBEC3G inh -1, CXCR6 inh -9, APOBEC3A inh 1, Gli-Sufu block 15, CCR6 antag 8 and MPTP inh 4.3.
Screening NC(=O)C1CCN(C(=O)c2cc(S(=O)(=O)N3CCOCC3)ccc2Cl)CC1 returned NR3A LBD binder -4, EBI2 block -1, APOBEC3G inh -6, CXCR6 inh 5, APOBEC3A inh -2, Gli-Sufu block 5, CCR6 antag 5 and MPTP inh 0.9.
`Cc1ccc(S(=O)(=O)NC(Cc2ccccc2)C(=O)O)cc1C` (stereo not given) gave NR3A LBD binder -1, EBI2 block 3, APOBEC3G inh -8, CXCR6 inh 4, APOBEC3A inh -4, Gli-Sufu block 0, CCR6 antag -1 and MPTP inh -1.3.
C=CCNC(=O)c1ccc(-c2nc(-c3ccc(Cl)cc3Cl)cs2)cc1 was read as NR3A LBD binder -5, EBI2 block 7, APOBEC3G inh -3, CXCR6 inh 0, APOBEC3A inh 1, Gli-Sufu block -18, CCR6 antag -7 and MPTP inh 6.4.
`O=S(=O)(NCc1ccccc1)c1ccc(S(=O)(=O)NCC2CCCO2)cc1` (stereo not given) gave NR3A LBD binder 1, EBI2 block -19, APOBEC3G inh 0, CXCR6 inh -3, APOBEC3A inh -1, Gli-Sufu block 26, CCR6 antag 8 and MPTP inh -2.3.
`Cc1ccn2c(-c3n[nH]c(=S)n3C)c(C)nc2c1` gave NR3A LBD binder -3, EBI2 block 4, APOBEC3G inh -4, CXCR6 inh -10, APOBEC3A inh -2, Gli-Sufu block 6, CCR6 antag 2 and MPTP inh -0.9.
Screening CC(=O)c1ccc(-n2c(-c3cc(-c4ccsc4)n[nH]3)n[nH]c2=S)cc1 returned NR3A LBD binder -1, EBI2 block -6, APOBEC3G inh 17, CXCR6 inh 6, APOBEC3A inh 0, Gli-Sufu block -6, CCR6 antag 14 and MPTP inh -2.9.
O=C(NCCc1nc2ccccc2[nH]1)c1ccco1 was read as NR3A LBD binder 0, EBI2 block -3, APOBEC3G inh -4, CXCR6 inh -10, APOBEC3A inh -2, Gli-Sufu block 8, CCR6 antag -22 and MPTP inh -1.3.
`Cc1cc(NC(=O)Cn2cnc3sccc3c2=O)no1` gave NR3A LBD binder 0, EBI2 block -5, APOBEC3G inh 0, CXCR6 inh -6, APOBEC3A inh -1, Gli-Sufu block 4, CCR6 antag 8 and MPTP inh 1.4.
`COc1ccc(OC)c(NC(=O)CCCN2C(=S)NC(C)(C)CC2C)c1` (stereo not given) gave NR3A LBD binder 8, EBI2 block -4, APOBEC3G inh -9, CXCR6 inh 5, APOBEC3A inh -6, Gli-Sufu block 6, CCR6 antag 4 and MPTP inh 0.6.
`COC(=O)c1ccc(N2CCN(C(=O)C3CC3)CC2)c([N+](=O)[O-])c1` gave NR3A LBD binder 1, EBI2 block -8, APOBEC3G inh -3, CXCR6 inh -4, APOBEC3A inh -1, Gli-Sufu block -16, CCR6 antag 8 and MPTP inh 0.4.
O=C(Nc1cccnc1)c1ccc2nc(-c3ccccc3)c(-c3ccccc3)nc2c1 was read as NR3A LBD binder -19, EBI2 block 9, APOBEC3G inh -8, CXCR6 inh -17, APOBEC3A inh 4, Gli-Sufu block -4, CCR6 antag 5 and MPTP inh -1.1.
Screening CC(=O)c1ccc(N2CCN(CC(=O)Nc3ccccc3N3CCOCC3)CC2)cc1 returned NR3A LBD binder -1, EBI2 block 21, APOBEC3G inh -5, CXCR6 inh 5, APOBEC3A inh 2, Gli-Sufu block 14, CCR6 antag 8 and MPTP inh -1.2.
CC(=O)O/N=C(/c1nonc1N)N(C)C was read as NR3A LBD binder 0, EBI2 block -4, APOBEC3G inh 1, CXCR6 inh -8, APOBEC3A inh 0, Gli-Sufu block 6, CCR6 antag -4 and MPTP inh -0.8.
`CC(C(=O)Nc1ccc(S(=O)(=O)N2CCCC2)cc1)N(C)CC(=O)Nc1cccc(F)c1` (stereo not given) gave NR3A LBD binder 0, EBI2 block -2, APOBEC3G inh -5, CXCR6 inh -2, APOBEC3A inh -2, Gli-Sufu block -5, CCR6 antag 9 and MPTP inh 1.2.
For C=CCN(c1ccccc1)S(=O)(=O)c1cccc(C(=O)NCc2ccco2)c1 the results were NR3A LBD binder 0, EBI2 block 3, APOBEC3G inh -5, CXCR6 inh 6, APOBEC3A inh -1, Gli-Sufu block -18, CCR6 antag 4 and MPTP inh -0.4.
Screening COC(=O)c1cc2ccsc2n1Cc1nc(-c2cccc(Cl)c2)oc1C returned NR3A LBD binder 3, EBI2 block 17, APOBEC3G inh -6, CXCR6 inh 4, APOBEC3A inh 0, Gli-Sufu block 0, CCR6 antag 23 and MPTP inh 2.8.
`Cc1cccc(C)c1NC(=O)CSC(=O)c1sc2ccccc2c1Cl` gave NR3A LBD binder -1, EBI2 block -4, APOBEC3G inh -4, CXCR6 inh 1, APOBEC3A inh 0, Gli-Sufu block -7, CCR6 antag 5 and MPTP inh 2.6.
`Cc1ccc2c(CC(=O)NC3CCCc4ccccc43)coc2c1` (stereo not given) gave NR3A LBD binder -1, EBI2 block 2, APOBEC3G inh -9, CXCR6 inh -8, APOBEC3A inh -1, Gli-Sufu block 10, CCR6 antag 20 and MPTP inh 0.5.
For COc1ccc(-c2nc(CS(=O)CC(=O)N3CCCC3)c(C)o2)cc1 (stereo not given) the results were NR3A LBD binder 0, EBI2 block -8, APOBEC3G inh -9, CXCR6 inh 3, APOBEC3A inh -5, Gli-Sufu block -5, CCR6 antag 7 and MPTP inh -0.2.
Screening CCOC(=O)c1cnn(-c2ccccc2)c1-c1ccncc1 returned NR3A LBD binder 0, EBI2 block 6, APOBEC3G inh -5, CXCR6 inh -5, APOBEC3A inh 1, Gli-Sufu block 4, CCR6 antag 14 and MPTP inh -0.1.
Screening O=C1CN(CC(=O)NC(=O)NCc2ccccc2)CCN1 returned NR3A LBD binder 1, EBI2 block -9, APOBEC3G inh -8, CXCR6 inh 6, APOBEC3A inh -2, Gli-Sufu block -6, CCR6 antag 9 and MPTP inh 1.3.
`O=C(Nc1cccc(O)c1)c1c(O)c2ccccc2[nH]c1=O` gave NR3A LBD binder 44*, EBI2 block 0, APOBEC3G inh -9, CXCR6 inh -9, APOBEC3A inh 0, Gli-Sufu block -5, CCR6 antag -22 and MPTP inh 2.0.
`OCCN(/C=N/c1nc(-c2ccc(Br)cc2)cs1)CCO` gave NR3A LBD binder -2, EBI2 block 1, APOBEC3G inh -9, CXCR6 inh -6, APOBEC3A inh -2, Gli-Sufu block -33, CCR6 antag -3 and MPTP inh -4.9.
Screening COc1ccccc1NC(=O)CSc1nnc(C2CCCCC2)n1C returned NR3A LBD binder 0, EBI2 block 8, APOBEC3G inh -2, CXCR6 inh 8, APOBEC3A inh 0, Gli-Sufu block -5, CCR6 antag 11 and MPTP inh 4.3.

Random draw from the library; overall some 5.8% were active at least once.
